STAT1 inh = reduces IFN-gamma driven STAT1 reporter signal; NIH 3T3 STAT1-luciferase reporter, luminescence; inhibition, % at 5.5 µM; 200,000 compounds, 0.35% hits;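 active = inhibition above a set limit, the mean inhibition across all tested compounds plus 3 SD, cut at about 34% in these data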;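 also: 0% = IFN-gamma with DMSO and 100% = IFN-gamma with 300 µM nifuroxazide; values of inactives mirror those of a sister screen read the other way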
NF-kB neuron act = raises NF-kB expression in human neuronal cells | 190,000 compounds, 1.6% hits | NF-kB reporter expression; hits give high values | fold change at 12.5 µM; in the data active = fold change above about 3.3
STAT3 act = activators of IL-6 induced STAT3 signaling. U3A cells, IL-6 STAT3-luciferase reporter, luminescence; 100% = signal with IL-6 EC80 alone. activation (% of control), % at 5.6 µM. 190,000 compounds, 0.91% hits. AID 871;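 active = activation above the screen-wide mean of compound activation plus 3 SD, cut at about 130% in these data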;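 also: 0% = background luminescence of wells with medium and substrate only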
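Material: human STAT1-deficient U3A cells with stable STAT3-luciferase reporter / Probe or stimulus: IL-6 stimulus at 33 ng/mL final / Schedule: 1 h compound pre-exposure, 6 h IL-6 stimulation, 37 °C / Technique: luminescence / Read-out basis: percent of IL-6-only median luminescence / Control set: IL-6-only high control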
STAT3 inh = inhibitors of IL-6 induced STAT3 signaling | U3A cells, IL-6 STAT3-luciferase reporter, luminescence; host cell line lacks STAT1 | inhibition, % at 5.5 µM | 190,000 compounds, 0.89% hits | AID 862;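 active = inhibition above the mean inhibition across all screened compounds plus 3 SD, cut at about 44% in these data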;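 also: 0% = DMSO only wells and 100% = 100 µM nifuroxazide control wells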
STAT1 act = activators of IFN-gamma induced STAT1 signaling. 200,000 compounds, 2.6% hits. activation (% of control), % at 5.5 µM. NIH 3T3 STAT1-luciferase reporter, luminescence; 100% = IFN-gamma alone, no compound. AID 932;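 active = activation above the screen-wide mean activation plus 3 SD, cut at about 130% in these data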;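 also: raw ratio to IFN-gamma control signal so 100% means no change and 0% no light; values of inactives mirror those of a sister screen read the other way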
APP transl inh = APP translation inhibition | AID 1285 | SH-SY5Y APP 5'UTR-luciferase reporter, luminescence | 190,000 compounds, 0.82% hits | inhibition, % at 2 µM;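 active = inhibition above a set limit, derived from the sample mean plus 3 SD, cut at about 45% in these data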; also: values of inactives mirror those of a sister screen read the other way
RAM network inh = inhibitors of the yeast RAM network. inhibition, % at 50 µM. S. cerevisiae dse1pr::URA3 reporter, 5-FOA growth OD615, 2 d; analog-sensitive cbk1-as2 kinase mutant strain. 190,000 compounds, 1.8% hits. AID 868;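 active = inhibition above a set limit, 3 SD over mean compound inhibition, cut at about 8.4% in these data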;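 also: 0% = DMSO-only wells with no growth and 100% = 10 µM 1-NA-PP1 full growth; inhibition rescues growth on 5-FOA so higher OD means more RAM inhibition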
Hsp70 activator = Hsp70 transcriptional activation, primary screen. HeLa Hsp70 promoter luciferase reporter, luminescence; scaled: vehicle 0, proteasome-inhibitor control 100%. activation, % at 10 µM. 200,000 compounds, 0.04% hits. AID 1203;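 active = activation above the mean across all tested compounds plus 3 SD, cutoff set per campaign, cut at about 5.5% in these data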;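 also: 100% = MG132 at 30 µM as the positive control and 0% = DMSO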
APP 5'UTR act = activates APP 5'UTR luciferase reporter; SH-SY5Y APP 5'UTR luciferase reporter, luminescence; zero percent = DMSO vehicle wells; activation, % at 2 µM; 190,000 compounds, 1% hits; AID 1276;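 active = activation above a set limit, based on mean plus 3 SD of controls, cut at about 140% in these data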; also: values of inactives mirror those of a sister screen read the other way
FLuc inhib CS = counter-screen for luciferase assay inhibitors: firefly luciferase inhibition | P08659 | inhibition, % at 10 µM | ATPLite firefly luciferase biochemical luminescence, 10 min | 200,000 compounds, 1.5% hits | AID 1006;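 active = inhibition above about 50% when tested at 10 µM, limit read from the data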
Target sequence (P08659 whole entry, looked up): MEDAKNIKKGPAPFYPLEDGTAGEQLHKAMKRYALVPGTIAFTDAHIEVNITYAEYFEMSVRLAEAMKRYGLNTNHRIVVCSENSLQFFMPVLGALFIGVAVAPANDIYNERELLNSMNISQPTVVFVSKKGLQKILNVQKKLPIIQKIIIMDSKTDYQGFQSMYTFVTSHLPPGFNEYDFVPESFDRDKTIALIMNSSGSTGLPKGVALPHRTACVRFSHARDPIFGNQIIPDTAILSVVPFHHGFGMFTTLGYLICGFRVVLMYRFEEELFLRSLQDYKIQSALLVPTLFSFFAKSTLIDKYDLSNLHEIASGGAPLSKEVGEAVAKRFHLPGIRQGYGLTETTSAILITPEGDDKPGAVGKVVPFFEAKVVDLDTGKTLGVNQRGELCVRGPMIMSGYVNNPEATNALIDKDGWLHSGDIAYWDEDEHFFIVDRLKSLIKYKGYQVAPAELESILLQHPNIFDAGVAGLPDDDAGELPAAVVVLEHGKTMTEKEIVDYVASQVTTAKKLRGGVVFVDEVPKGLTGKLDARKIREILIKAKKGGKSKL
An asterisk follows results filed as active.

cpd	structure	STAT1 inh	NF-kB neuron act	STAT3 act	STAT3 inh	STAT1 act
1	CCn1cc(Br)c(C(=O)NC(C)c2ccccc2)n1 (stereo not drawn)	9	0.96	100	4	78
2	O=C(Nc1ccc2nsnc2c1)c1ccc2c(c1)OCO2	-58	7*	72	32	154*
3	COc1ccccc1OCC(O)Cn1c(=N)n(CCN2CCCCC2)c2ccccc21 (stereo not drawn)	28	0.34	102	-2	74
4	Cc1nc([N+](=O)[O-])cn1CC(=O)Nc1ccc2c(c1)OCO2	-4	0.96	105	-1	101
5	Cc1cc(N)n2nc(C(F)(F)F)nc2n1	-5	1.3	118	-20	103
6	CN(C)S(=O)(=O)N1CCN(C(=O)N2CCCCC2)CC1	3	1.1	100	3	97
7	O=C(c1cccc(Cl)c1)N1CCN(C2CCCCCC2)CC1	4	1.3	103	2	96
8	CCN1C2=C(C(=O)CCC2)C(c2ccc(O)cc2)C2=C1CCCC2=O	7	1.1	95	8	90
9	O=C(Nc1ccccc1Cl)NC1(C(=O)N2CCCCC2)CCCCC1	-2	0.94	101	2	98
10	Cc1cccc(N2C(=O)C3CC3C2=O)c1 (stereo not drawn)	-1	1.2	96	5	101
11	COC(=O)c1ccc(NC(=O)CSc2nnc(C)n2-c2ccccc2)cc1	6	1.1	101	2	99
12	N#CCC(=O)Nc1ccc(C(=O)OCC(=O)N(Cc2ccccc2)C2CCS(=O)(=O)C2)cc1 (stereo not drawn)	1	1.1	99	2	100
13	Cc1ccc(-c2nn(Cc3ccccc3)cc2/C=C/C(=O)O)cc1C	-2	1.1	100	0	102
14	CN(N)c1nc(-c2ccccc2)nnc1C(F)(F)F	-2	1.1	84	25	102
15	COc1ccc(C(C)=O)cc1CN1C(=O)NC2(CCCCCC2)C1=O	1	1.1	102	-3	99

cpd	APP transl inh	RAM network inh	Hsp70 activator	APP 5'UTR act	FLuc inhib CS
1	-25	0.7	-0.2	25	-5
2	-150	2.4	0.1	150*	70*
3	-6	2.1	-0.4	6	-1
4	-10	0.9	-0.1	10	-3
5	-1	0.4	-0.2	1	-2
6	-1	-0.2	-0.3	1	-6
7	-14	0.5	-0.4	14	-6
8	7	0.3	0.1	-7	-1
9	-13	0.6	0.0	13	2
10	-1	2.0	0.0	1	-5
11	1	3.6	-0.4	-1	6
12	12	0.2	0.0	-12	-2
13	-9	7.3	0.0	9	-4
14	-8	2.8	-0.3	8	-10
15	4	1.0	0.4	-4	-10

Shown as a hit in NF-kB neuron act, of those listed so far:
nr	smiles	STAT1 inh	NF-kB neuron act	STAT3 act	STAT1 act	APP transl inh	RAM network inh	Hsp70 activator	APP 5'UTR act
2	O=C(Nc1ccc2nsnc2c1)c1ccc2c(c1)OCO2	-58	7*	72	154*	-150	2.4	0.1	150*

Next records
cpd	structure	STAT1 inh	NF-kB neuron act	STAT3 act	STAT3 inh	STAT1 act
16	COc1ccc(C2C(C(=O)Nc3cc(OC)c(OC)c(OC)c3)c3ccccc3C(=O)N2C)cc1OC (stereo not drawn)	6	0.97	91	14	93
17	CCOC(=O)c1c[nH]c2nc(C)ccc2c1=O	-3	0.77	107	-1	103
18	Cn1c(SCc2cccnc2)nc2c(c1=O)SCC2	7	0.99	102	2	91
19	CCOC(=O)CSc1nn(-c2ccccc2)c(=S)s1	0	1	99	4	100
20	CC(=O)Nc1cccc(C(=O)OC(C(=O)c2ccc(C)c(C)c2)c2ccccc2)c1 (stereo not drawn)	-1	1.1	97	15	101
21	N#CCCn1cc(C(=O)Nc2ccccc2Br)c(-c2cc3ccccc3o2)n1	-6	1	79	26	105
22	CC(=O)Oc1ccc(OC(C)=O)c(SCCCCCN2CCOCC2)c1	-1	1.9	90	13	100
23	CCCCOc1cccc(C2(C(=O)O)CCCC2)c1	3	1.1	99	5	97
24	CC1=C(C(=O)OCC2CCCO2)C(c2ccc(Cl)cc2)NC(=O)N1 (stereo not drawn)	8	1.3	96	9	94
25	c1ccc(CCc2nc(-c3ccccn3)no2)cc1	-28	2.7	102	1	126
26	O=C(NN=C1CCC(=NNC(=O)c2ccccn2)CC1)c1ccccn1	-43	1.4	106	-5	138*
27	CCOC(=O)c1cc(-c2ccc3c(c2)OCCO3)n[nH]1	-5	4.5*	86	19	103
28	COc1ccc([N+](=O)[O-])cc1NC(=O)Cc1ccc(C)cc1	-1	0.85	97	1	100
29	COc1ccc(NC(=S)N2CCC(c3nc4ccccc4o3)CC2)c(OC)c1	0	1	100	2	99
30	COCCNC(=O)Cc1cn(C)c2ccccc12	9	1.1	107	-3	92

cpd	APP transl inh	RAM network inh	Hsp70 activator	APP 5'UTR act	FLuc inhib CS
16	7	3.6	-0.4	-7	0
17	-6	0.2	0.0	6	-4
18	1	0.2	-0.4	-1	-2
19	-9	2.9	-0.3	9	1
20	0	8.4	-0.4	1	-6
21	-6	2.2	-0.5	6	6
22	-14	-1.2	-0.3	14	-4
23	3	-1.3	0.2	-3	-4
24	-8	-0.7	-0.1	8	-5
25	-80	0.4	-0.3	80	16
26	-171	0.5	0.3	171*	-6
27	-113	1.9	-0.2	113	60*
28	-14	5.4	-0.3	14	-4
29	-6	1.4	-0.5	6	-2
30	0	0.7	0.5	0	-6

(next part)
cpd	structure	STAT1 inh	NF-kB neuron act	STAT3 act	STAT3 inh	STAT1 act
31	O=C(Oc1cccc(C(=S)N2CCCCC2)c1)c1ccccc1	-1	0.97	97	14	100
32	Cc1nc2sc(C(c3cccc(F)c3)N3CCN(C(=O)c4ccco4)CC3)c(O)n2n1 (stereo not drawn)	5	0.98	98	5	95
33	COC(=O)c1sc2cc([N+](=O)[O-])cc(SCC(C)C)c2c1N	0	1.2	108	-13	102
34	Cc1c(C(=O)O)sc2nc3n(c(=O)c12)CCC(C)CC3 (stereo not drawn)	1	1.1	98	6	99
35	Cc1c(C(=O)C(=O)N2c3ccccc3CC2C)c2ccccc2n1C (stereo not drawn)	4	1.6	97	6	96
36	S=C1NC(c2ccccc2)=CC(c2ccccc2)N1 (stereo not drawn)	5	1.2	104	3	94
37	COc1ccc(-c2noc(CCC(=O)NCc3cccnc3)n2)cc1OC	-7	1.3	103	1	108
38	COc1ccccc1C(c1nnnn1Cc1ccccc1)N1CCN(C2CCCC2)CC1 (stereo not drawn)	2	0.9	106	-6	98
39	CCCCCCn1c(CN2CCCC(C)C2)nc2c1c(=O)n(C)c(=O)n2C (stereo not drawn)	1	1	104	-3	99
40	C/C(N)=C(/C#N)C(=O)CSc1nc2ccc(C)cc2[nH]1	-52	4.3*	118	-17	150*
41	CS(=O)(=O)Nc1ccc(C(=O)Nc2ccccc2C(=O)N2CCCC2)cc1	0	1.1	101	3	100
42	Cn1c(Cc2csc(N)n2)nnc1SCC(=O)NCc1ccccc1	-4	1.1	104	-1	108
43	Cn1c(=O)c2cc(S(=O)(=O)NC(C(=O)Nc3cccc(F)c3)c3ccccc3)ccc2n(C)c1=O (stereo not drawn)	-1	1.4	101	8	101
44	COc1cc(C)c(-c2[nH]ncc2-c2csc(C)n2)c(O)c1	7	0.87	85	21	94
45	Cc1ccc(C(=O)NC2CCCCCC2)o1	-13	1.2	103	-1	112
46	CCOC(=O)C1CCN(S(=O)(=O)c2ccc(C)c(C)c2)CC1	3	1	104	-1	96
47	NS(=O)(=O)c1ccc(NC(=O)c2ccc(CNS(=O)(=O)c3cc(C(F)(F)F)ccc3Cl)cc2)cc1	-3	0.98	98	8	100
48	CCOC(=O)C(C(=O)OCC)N(C#N)c1nc(SC)nc(N(C)C)n1	2	1.4	101	6	98

cpd	APP transl inh	RAM network inh	Hsp70 activator	APP 5'UTR act	FLuc inhib CS
31	-3	3.2	0.1	3	1
32	4	1.8	-0.1	-4	-10
33	-3	11*	-0.3	3	-3
34	1	-2.0	0.2	-1	-6
35	-7	2.4	-0.1	7	-5
36	6	0.0	-0.2	-6	-2
37	-1	0.0	-0.1	1	-4
38	-11	1.2	-0.5	11	-1
39	12	0.6	-0.3	-13	-10
40	-141	-0.8	-0.1	141*	26
41	0	0.9	-0.2	0	-2
42	0	2.4	-0.1	0	-4
43	12	2.6	-0.1	-12	1
44	-14	0.4	-0.4	14	-1
45	1	0.0	-0.3	-1	2
46	0	0.6	-0.5	0	-1
47	7	1.6	-0.3	-7	-9
48	5	0.9	-0.1	-5	-7

Some of the entries so far, screen by screen.
31) O=C(Oc1cccc(C(=S)N2CCCCC2)c1)c1ccccc1
32) Cc1nc2sc(C(c3cccc(F)c3)N3CCN(C(=O)c4ccco4)CC3)c(O)n2n1 (stereo not drawn)
33) COC(=O)c1sc2cc([N+](=O)[O-])cc(SCC(C)C)c2c1N

Assay by compound	31	32	33
STAT1 inh	-1	5	0
NF-kB neuron act	0.97	0.98	1.2
STAT3 act	97	98	108
STAT3 inh	14	5	-13
STAT1 act	100	95	102
APP transl inh	-3	4	-3
RAM network inh	3.2	1.8	11*
Hsp70 activator	0.1	-0.1	-0.3
APP 5'UTR act	3	-4	3
FLuc inhib CS	1	-10	-3

Given as labelled records: entries from further up
38) COc1ccccc1C(c1nnnn1Cc1ccccc1)N1CCN(C2CCCC2)CC1 (stereo not drawn)
- STAT1 inh: 2
- NF-kB neuron act: 0.9
- STAT3 act: 106
- STAT3 inh: -6
- STAT1 act: 98
- APP transl inh: -11
- RAM network inh: 1.2
- Hsp70 activator: -0.5
- APP 5'UTR act: 11
- FLuc inhib CS: -1

39) CCCCCCn1c(CN2CCCC(C)C2)nc2c1c(=O)n(C)c(=O)n2C (stereo not drawn)
- STAT1 inh: 1
- NF-kB neuron act: 1
- STAT3 act: 104
- STAT3 inh: -3
- STAT1 act: 99
- APP transl inh: 12
- RAM network inh: 0.6
- Hsp70 activator: -0.3
- APP 5'UTR act: -13
- FLuc inhib CS: -10
